DRD3 antagonist: qHTS of D3 Dopamine Receptor Antagonist: qHTS; D(3) dopamine receptor (Homo sapiens), P35462; D3R cells, DiscoveRx beta-arrestin luminescence, antagonist mode; active compounds read low; max response, negative = inhibition, %; actives 2.5% (n = 360,000); in the data active = max response below about -50%; inconclusive = no clear call, values can overlap the other calls; note: % is set by controls: 0 for no effect and ±100 for the full control effect; mostly tested at two doses, the higher about 12 µM
Target sequence (P35462 whole entry, looked up): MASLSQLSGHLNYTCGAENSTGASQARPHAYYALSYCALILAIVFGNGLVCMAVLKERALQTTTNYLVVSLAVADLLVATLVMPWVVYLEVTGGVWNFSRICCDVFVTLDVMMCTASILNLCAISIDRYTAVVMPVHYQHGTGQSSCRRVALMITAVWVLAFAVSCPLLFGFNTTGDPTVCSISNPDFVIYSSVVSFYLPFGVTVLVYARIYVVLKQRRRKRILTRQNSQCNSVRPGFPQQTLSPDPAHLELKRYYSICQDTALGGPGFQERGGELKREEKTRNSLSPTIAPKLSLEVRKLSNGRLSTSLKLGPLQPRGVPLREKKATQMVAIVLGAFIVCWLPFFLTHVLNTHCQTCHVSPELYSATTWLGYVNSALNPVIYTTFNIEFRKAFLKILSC
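Cells plated overnight at 1500 cells/well, then exposed to library compounds with dopamine controls for 90 minutes at 37 degrees C. DiscoveRx reagent added for 30–60 minutes at room temperature; luminescence read, quantitative HTS format.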
HT1080 IDH1KD tx: qHTS for induction of synthetic lethality in tumor cells producing 2HG: qHTS for the HT-1080-IDH1KD cell line. HT-1080 IDH1 knockdown viability, ATP luminescence, 48 h. Potency, µM (doses to about 46.1 µM), without a hit: top-dose activity, negative = toxicity, usual class: cytotoxic. actives 2% (n = 360,000);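 note: potency is the fitted concentration of half-maximal effect; 0% = DMSO wells and -100% = cell-free medium wells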
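Viability of IDH1-knockdown HT-1080 fibrosarcoma cells was assessed by CellTiter-Glo after 48 h at 37 °C with titrated compound; concentration-effect curves were classified by fit quality and response size.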
GLP-1R agonist: qHTS of GLP-1 Receptor Agonists; Potency, µM (doses to about 45.6 µM), for inactives: top-dose activation, usual class: activators; actives 0.007% (n = 380,000); AID 624172, 2012; Glucagon-like peptide 1 receptor (Homo sapiens), P43220; HEK293 GLP-1R CRE-luciferase, luminescence, 4-6 h; cells express a hypersensitive GLP-1R form; note: potency is the fitted concentration of half-maximal effect; % of control where 0% means no effect
Target sequence (P43220 whole entry, looked up): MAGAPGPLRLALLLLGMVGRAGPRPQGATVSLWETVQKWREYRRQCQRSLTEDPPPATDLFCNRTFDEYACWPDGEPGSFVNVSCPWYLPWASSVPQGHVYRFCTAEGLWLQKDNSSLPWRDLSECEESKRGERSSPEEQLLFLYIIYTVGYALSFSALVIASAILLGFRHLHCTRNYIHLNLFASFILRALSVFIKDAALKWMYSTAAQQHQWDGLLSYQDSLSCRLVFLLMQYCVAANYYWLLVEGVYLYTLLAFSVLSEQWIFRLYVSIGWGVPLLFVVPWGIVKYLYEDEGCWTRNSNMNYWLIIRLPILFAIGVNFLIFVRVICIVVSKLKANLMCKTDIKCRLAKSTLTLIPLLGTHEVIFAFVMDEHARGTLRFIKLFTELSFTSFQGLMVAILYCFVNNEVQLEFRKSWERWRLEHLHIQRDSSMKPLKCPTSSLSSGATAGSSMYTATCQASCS
SW480 rerep: A quantitative high throughput screen for small molecules that induce DNA re-replication in SW480 colon adenocarcinoma cells | SW480 DNA re-replication, Hoechst DNA content imaging, 48 h | Potency, µM (doses to about 46.1 µM), inactives show at the highest dose re-replication activation, actives largely listed as activators | AID 624297, 2012 | actives 1.8% (n = 340,000); note: potency is the fitted concentration of half-maximal effect; % of control where 0% means no effect; nearly all actives have a fitted effect of over 55% in size
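Cells (250 per well) received 23 nL compound or DMSO by pin tool and were kept 48 hr at 37 C, 5% CO2. Nuclei were then stained with Hoechst for 40 min and scanned for DNA content.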
D3 ag: qHTS of D3 Dopamine Receptor Agonist: qHTS; actives 0.58% (n = 410,000); D(3) dopamine receptor (Homo sapiens), P35462; D3R DiscoveRx beta-arrestin cells, luminescence, 90 min; max activation, %; AID 652048, 2013; in the data active = max activation above about 30%; note: 0% is about no effect; mostly tested at two doses, the higher about 12 µM
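Agonist-mode cell screen: cells plated at 1500/well and incubated overnight at 37 °C, then exposed to library compounds for 90 min at 37 °C. Detection reagent was added for 30–60 min at room temperature, and luminescence was read.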
HT1080-NT tox: qHTS for induction of synthetic lethality in tumor cells producing 2HG: qHTS for the HT-1080-NT fibrosarcoma cell line | actives 1.6% (n = 360,000) | AID 686970, 2013 | Potency, µM (series often up to 46.1 µM), without a hit: at the top dose activity, negative = less viability, actives largely listed as cytotoxic | HT-1080-NT fibrosarcoma viability, CellTiter-Glo ATP luminescence, 48 h;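 note: NT is the 2HG producing partner of a matched IDH1 knockdown line; potency is the fitted concentration of half-maximal effect; 0% = DMSO-treated cells and -100% = media-only wells without cells; nearly all actives have a fitted effect of over 55% in size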
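Read-out is CellTiter-Glo luminescence after 10 minutes at room temperature, following 48 hours' compound treatment of HT-1080-NT cells (750 cells/well, RPMI, 5% FBS, 37 degrees C).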
KB-3-1 tox: qHTS assay for MDR1-selective chemotherapeutics: Primary screen using the parental adenocarcinoma cell KB-3-1. Potency, µM (top dose mostly 46.1 µM), inactives show top-dose activity change, negative = cytotoxic, actives largely listed as cytotoxic. actives 1.4% (n = 400,000). KB-3-1 viability, CellTiter-Glo ATP luminescence, 72 h. AID 1347075, 2019; note: potency is the fitted concentration of half-maximal effect; % is set by controls: 0 for no effect and ±100 for the full control effect; nearly all actives have a fitted effect of over 60% in size
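Cells are dispensed, compounds pinned in, plates held at 37 °C for 72 h, then CellTiter-Glo is added and luminescence read after 10 minutes. Cell line: parental KB-3-1 in phenol-red-free DMEM, 10% FBS.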
KB-V1 cytotox: qHTS assay for MDR1-selective chemotherapeutics: Primary screen using the drug-selected MDR subline cells KB-V1; KB-V1 MDR cells viability, CellTiter-Glo, 72 h; Potency, µM (series often up to 46.1 µM), for the others: top-dose activity change, negative = cytotoxicity, most hits filed as cytotoxic; actives 3.4% (n = 400,000); AID 1347076, 2019; note: potency is the fitted concentration of half-maximal effect; % is set by controls: 0 for no effect and ±100 for the full control effect; nearly all actives have a fitted effect of over 60% in size
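Following 72 h at 37 degrees C with compound, KB-V1 cell viability was read by CellTiter-Glo luminescence, medium being phenol-red-free DMEM plus 10% FBS; concentration-response parameters came from normalized, curve-fitted qHTS data.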
IL1B secr inh: qHTS for Inhibitors of Inflammasome Signaling: IL-1-beta AlphaLISA Primary Screen | THP-1 LPS/ATP IL-1B secretion, AlphaLISA, 16 h; active compounds read low | activity change, % at 57.5 µM | actives 4.7% (n = 360,000) | AID 743279, 2014; in the data active = activity change below about -50%; inconclusive = mostly about -30% to -49%; note: % is set by controls: 0 for no effect and ±100 for the full control effect
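Secreted IL-1B measured by AlphaLISA bead assay after 16 h compound exposure of THP-1 cells; compounds (final up to 57.5 uM) added 1 h before LPS (250 ng/mL) and ATP (1.25 mM) stimulation; lower signal means less secretion.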
An asterisk follows results filed as active; ? = inconclusive; nt = no result given; [ ] = remark or other dose. Unless noted, calls come from the whole dose curve; as a rule, active = well fitted curve in the direction sought with a large enough effect; inconclusive = small, poorly fitted or top-dose-only effect, or another doubt; inactive = no such curve, though single readings can be large; an effect the other way counts as inactive or inconclusive.

SMILES | DRD3 antagonist | HT1080 IDH1KD tx | GLP-1R agonist | SW480 rerep | D3 ag | HT1080-NT tox | KB-3-1 tox | KB-V1 cytotox | IL1B secr inh
CCOc1cccc2cc(-c3csc(NC(=O)CCC(=O)NCCN4CCCCC4C)n3)c(=O)oc12 (stereo not given) | 10 | -8% | 7% | 0% | 10 | -13% | 29% | -14% | -17
N#Cc1nc(COc2ccccc2Cl)oc1N1CCCCCC1 | 6 | 10% | 10% | -10% | 4 | 15% | -2% | -2% | ?
COc1ccc(S(=O)(=O)Cc2ccc(C(=O)NC(C)C)o2)cc1 | -12 | 1% | 4% | -3% | 2 | 8% | -3% | -7% | 9
COc1ccc(N(CC(=O)NCC2CCCO2)S(=O)(=O)c2c(C)noc2C)cc1 (stereo not given) | 17 | -5% | -11% | -1% | -4 | 4% | 2% | ? | 15
c1ccn2cc(CSc3nnc4ccccn34)nc2c1 | 16 | 0% | -1% | -8% | 9 | 4% | 14% | 18% | 22
COc1ccc(N2C(=O)c3ccccc3C2O)cc1 (stereo not given) | -9 | -9% | -3% | -1% | 3 | -9% | 3% | -19% | -14
Cc1ccc(CN2CCN(Cc3ccc(O)cc3)CC2CCO)o1 (stereo not given) | 4 | -6% | 11% | -10% | -2 | 6% | 4% | 0% | 10
c1ccc(-c2nnc3n2-c2ccccc2SC3)cc1 | 10 | -1% | 18% | -117%[inhibitor] | 3 | 10% | 12% | 4% | 22
CCn1cc(S(=O)(=O)NCCc2ccc(F)cc2)cn1 | -9 | 4% | 5% | 4% | -9 | 28% | 8% | -3% | 18
Cc1ccc(S(=O)(=O)N2CCCC(C(=O)Nc3ccc(C(=O)O)cc3)C2)cc1Cl (stereo not given) | -3 | -6% | -2% | -17% | -7 | 3% | 1% | 12% | 14
Cc1csc(NC(=O)c2ccc(S(=O)(=O)N3CCN(C)CC3)cc2)n1 | 6 | 9% | 9% | -4% | -5 | 14% | 2% | -4% | 12
CC(=O)N(Cc1ccccc1)Cc1nc2sc(C)c(C)c2c(=O)[nH]1 | 2 | -13% | 6% | -7% | 6 | -3% | 0% | ? | 95
O=C(COc1ccc(S(=O)(=O)N2CCCCC2)cc1)N1CCCCCC1 | -17 | 2%[9.24 µM] | 12% | 2% | -4 | 0% | 3% | ? | 13
COC(=O)C1=C(C)N(CCc2ccccc2)C(=O)/C1=C\c1ccco1 | -6 | -2% | 4% | 4% | 4 | 7% | 8% | 14% | 17
CCN1CCN(CCCN(Cc2ccco2)C(=S)Nc2cccc(Cl)c2C)CC1 | -28 | -10% | 0% | -4% | -6 | -11% | -1% | ? | -20
CC1CC(=O)c2cnc(NCc3ccco3)nc2C1 (stereo not given) | 9 | 15% | 6% | 1%[9.22 µM] | 2 | 43% | 24% | 4% | 1
O=C(CN1CCN(CC(=O)Nc2cccc(F)c2)CC1)Nc1ccc(-c2ccccc2)cc1 | 3 | -9% | 12% | 1% | -14 | -10% | ? | -1% | -10
CSc1cccc(CN2CCC(Oc3cccc(C(=O)N4CCCC4)c3)CC2)c1 | -15 | -1% | -5% | 6% | -31 | -7% | nt | nt | ?
OC1CCCC1NCc1ccnc2cc(Cl)ccc12 (stereo not given) | -5 | 0% | 18% | 4% | 2 | 18% | -27% | ? | -4
CCOC(=O)Cc1csc(NC(=O)COc2ccc(N(C)S(=O)(=O)c3ccc(C)cc3)cc2)n1 | 10 | 9% | -3% | -3% | -4 | 6% | 11% | -10% | 0
CCOC(=O)N1CCN(C(=O)CSc2nc(=O)n3cccc(C)c3n2)CC1 | 4 | 1% | -6% | -25% | 4 | 4% | 18% | 24% | -7
O=C(O)C1CC(=O)N(c2ccc(Br)cc2)C1 (stereo not given) | -20 | 7% | -9% | -9% | -1 | -5% | 0% | 17% | -6
CC1=C(C(=O)OCCNC(=O)c2cccnc2)C(c2cccc([N+](=O)[O-])c2)C(C(=O)OCCN(C)C)=C(C)N1 (stereo not given) | -6 | 10% | -13% | -46%[inhibitor] | 3 | 8% | 0% | ? | -13
Cc1cc(C)n(C(=O)CNC(=O)c2cccc(F)c2)n1 | -6 | 11% | 4% | -6% | -3 | -3% | -3% | -13% | -26
COc1cc(OC)cc(OC(=O)c2cccc(S(=O)(=O)N3CCN(C)CC3)c2)c1 | 3 | -4% | 8% | -93%[inhibitor] | 1 | -3% | -6% | -14% | ?
COc1ccc(Cn2c(C)c(C)c(C#N)c2NC(=O)Nc2ccc(Cl)cc2)cc1 | 0 | -3% | -7% | 3% | -1 | 1% | -10% | 3% | -10
Cc1ccc(C(=O)/C=C/c2ccco2)c(O)c1 | -9 | -15% | 2% | -2% | -2 | -6% | -2% | 0% | -19
Cc1ccc(-c2c(C)nn3c(N4CCOCC4)cc(C)nc23)cc1 | -18 | 1% | -8% | -31% | -2 | -3% | -8% | -3% | 0
CCn1ncc(CN2CCN(Cc3ccc(OC)c(C)c3C)C(CCO)C2)c1C (stereo not given) | -2 | -8% | 2% | -12% | -12 | -17% | -3% | -6% | -15
CCOC(=O)C1=C(C)N=c2s/c(=C\c3ccc(C(=O)O)cc3)c(=O)n2C1c1ccc(F)cc1 (stereo not given) | 2 | 2% | 11% | -17% | -1 | 0% | 2% | 26% | -7
COc1ccc(CN2CC(=O)N3[C@H]4c5ccccc5OC[C@@H]4[C@H](c4ccccc4)[C@]3(C)C2=O)cc1 | 23 | -13% | -2% | 13% | -16 | -3% | ? | -16% | -15
C=CCC1(C#N)C(=S)NC(C)=C(C(=O)OCC)C1c1ccccc1 (stereo not given) | -25 | -1% | -7% | -15% | -1 | -3% | -19% | ? | 50
CCOC(=O)c1ccc(NC(=O)c2ccc(OC(C)C)c(OC)c2)cc1 | 8 | -2% | 4% | -2% | 3 | -3% | 11% | ? | -19
CCCN(CC(=O)Nc1ccccc1C)C(=O)C1CCN(c2ncnc3sc(C)c(C)c23)CC1 | 26 | -18% | -27% | 5% | 1 | -12% | 3% | 21µM* | -14
N#CCCn1cc(C=C(C#N)C#N)c(-c2ccc(Cl)cc2)n1 | ? | -7% | 10% | ? | -7 | -13% | -1% | 3% | -28
CCOC(=O)C1C(=O)Nc2nc3ccccc3n2C1C(C)C (stereo not given) | 22 | 4% | -10% | -14% | 2 | -4% | 5% | -12% | 21
Cc1ccc(C=Nc2ccccc2C(=O)Nc2ccccc2)cc1 | 5 | 24% | -2% | -1% | -1 | 10% | 0% | 2% | 22
CCCCn1c(-c2cccc(F)c2)nc2c1c(=O)[nH]c(=O)n2CC(C)C | -14 | 3% | 12% | -4% | -3 | 9% | 4% | ? | 22
COc1ccc(NC(=O)CSCc2ccccc2C)cc1 | 10 | -3% | 14% | 0% | 1 | 6% | -3% | ? | -1
COc1ccccc1C(=O)NCCCn1cc(Br)c(C)n1 | 3 | 3% | -5% | -5% | 5 | 2%[9.24 µM] | 5% | -20% | -4

One compound at a time, as listed above:
C=CCC1(C#N)C(=S)NC(C)=C(C(=O)OCC)C1c1ccccc1 (stereo not given) across the screens: DRD3 antagonist: -25; HT1080 IDH1KD tx: -1%; GLP-1R agonist: -7%; SW480 rerep: -15%; D3 ag: -1; HT1080-NT tox: -3%; KB-3-1 tox: -19%; KB-V1 cytotox: ?; IL1B secr inh: 50
Cc1ccc(C(=O)/C=C/c2ccco2)c(O)c1 across the screens: DRD3 antagonist: -9; HT1080 IDH1KD tx: -15%; GLP-1R agonist: 2%; SW480 rerep: -2%; D3 ag: -2; HT1080-NT tox: -6%; KB-3-1 tox: -2%; KB-V1 cytotox: 0%; IL1B secr inh: -19

Continuation.
SMILES | DRD3 antagonist | HT1080 IDH1KD tx | GLP-1R agonist | SW480 rerep | D3 ag | HT1080-NT tox | KB-3-1 tox | KB-V1 cytotox | IL1B secr inh
O=S1(=O)C[C@@H](N2CCCC2)[C@H](COCc2ccccc2)N1 | 8 | 12% | -1% | nt | 5 | 21% | 0% | 27% | 4
Cc1ccccc1CC(=O)NC1CCN(Cc2ccccc2)CC1 | -27 | 6% | 1% | 13% | -22 | 8% | -1% | 5% | 4
CC1(C)CC[C@]2(C(=O)O)CC[C@]3(CO)C(=CCC4[C@@]5(C)C[C@H](O)[C@H](O)[C@@](C)(C(=O)O)C5CC[C@]43C)[C@@H]2C1 (stereo not given in full) | 6 | 11% | -1% | -2%[9.22 µM] | 12 | -5% | 8% | 4% | 43
Cc1cc(C)cc(NC(=O)C2CCCN2/C=C/C(=O)C(F)(F)F)c1 (stereo not given) | -10 | -2% | 1% | -1% | -8 | -1% | 4% | ? | 23
O=[N+]([O-])c1cccc(/C=N\N2CCN(Cc3ccccc3Cl)CC2)c1 | -78* | -2% | 6% | -6% | -1 | -2% | -2% | 0% | -68*
COc1cccc(NC(=S)NCc2ccncc2)c1 | -4 | 0% | 7% | -6% | -4 | 2% | -2% | 4% | 1
Cc1cc(=O)[nH]c(SCC(=O)Nc2ccccc2C#N)c1C#N | -13 | -15% | 14% | -21% | -7 | -18% | 1% | 6% | -29
O=c1nc(SCc2cccc(C(F)(F)F)c2)nc2ccccn12 | -2 | -28% | 21% | 13% | -1 | ? | -2% | 6% | -13
NC(=O)CC(NC(=O)c1cccc(Br)c1)c1ccc(NCC2CC2)c([N+](=O)[O-])c1 (stereo not given) | ? | -3% | -6% | 0% | 3 | 9% | 10% | 29% | -11
Cc1cc(C)c(NC(=O)COC(=O)c2c(C)noc2C)c(Cl)c1 | -5 | 4% | 2% | -8% | -1 | 5% | 0% | 7% | 3

Assay outcomes deposited in PubChem by National Center for Advancing Translational Sciences (NCATS).
